A549 tox: A549 cytotoxicity, counter-screen for Nrf2 inhibitors | A549 ARE-Fluc cells, CellTiter-Fluor viability, 18-24 h | Potency, µM (titrated, usually from 46 µM), without a hit: at the top dose activity change, negative = cytotoxicity, actives largely listed as inhibitors | actives 0.16% (n = 390,000); also: potency is read from the fitted curve at half-maximal effect; % is scaled to controls: 0 for no effect and ±100 for the full control effect
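Cytotoxicity counterscreen: CellTiter-Fluor fluorescence was measured in A549 ARE_Fluc cells after 18-24 h of compound exposure in a concentration series. The subsequent BugLite luminescent read reports ARE-luciferase activity.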
Nrf2 block: inhibitors of Nrf2 signaling; A549 ARE-Fluc reporter, luciferase luminescence, 18-24 h; Potency, µM (top dose mostly 46 µM), for inactives: at the highest dose activity change, negative = inhibition, most hits filed as inhibitors; actives 2.1% (n = 360,000); also: potency is read from the fitted curve at half-maximal effect; % is scaled to controls: 0 for no effect and ±100 for the full control effect; nearly all actives have a fitted effect of over 60% in size
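Cells were seeded and rested 2 h, then exposed to compounds for 18-24 h. CellTiter-Fluor was read first as a viability measure. BugLite was added 15 min before the final luminescent read of ARE-luciferase activity in A549 cells.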
HepG2 viability: counter-screen for TGF-b inhibitors: cytotoxicity in HepG2 cells; HepG2 CAGA-GFP viability, ATP luminescence, 18 h; Potency, µM (doses to about 46.1 µM), for inactives: top-dose activity change, negative = cytotoxicity, usual class: cytotoxic; actives 0.76% (n = 410,000); AID 588856; also: potency is read from the fitted curve at half-maximal effect; some results filed as inactive show a strong effect at the top dose
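HepG2 CAGA-GFP cells (1000/well, DMEM with 1% FBS) received compound, then TGF-beta at 500 pg/mL final, and were incubated 18 hours at 37 degrees C. Viability was read by CellTiter-Glo luminescence. Media-only wells were set as complete cell-killing and DMSO as no toxicity.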
CCT modulator: modulators of cytosolic chaperonin (CCT/TRiC) activity | purified chaperonin ATPase assay, HTRF ADP detection, 30 min | activity change, % (no concentration beside the values), hits read low | actives 0.3% (n = 360,000) | AID 651819; in the data active = activity change below about -30%; also: % is scaled to controls: 0 for no effect and ±100 for the full control effect
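TRiC (40 or 20 nM final, by batch activity) in 30 mM Tris pH 7.4, 100 mM KCl, 5 mM MgCl2, 1 mM DTT was treated with compound at 76 uM single dose, then 10 uM ATP, 30 min at 37 °C. ADP was read by HTRF Transcreener.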
ATXN viability: reduces viability in counter-screen for ATXN expression inhibitors; S2 cells (HEK-293 line with an ATXN2-luciferase reporter) viability, CellTiter-Fluor protease fluorescence, 24 h; Potency, µM (titrated, usually from 56.7 µM), hits mostly cytotoxic; actives 0.49% (n = 400,000); also: potency is read from the fitted curve at half-maximal effect; nearly all actives have a fitted effect of over 40% in size
MmCpn inh: blocks the Methanococcus maripaludis chaperonin Mm-Cpn. purified Mm-Cpn ATPase, ADP Transcreener TR-FRET. Potency, µM (titrated, usually from 76.9 µM), inactives show at the highest dose activity, negative = inhibition, hits mostly inhibitors. actives 0.031% (n = 330,000). AID 504842; also: potency is read from the fitted curve at half-maximal effect; % is scaled to controls: 0 for no effect and ±100 for the full control effect; nearly all actives have a fitted effect of over 80% in size
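Inhibition of chaperonin ATP hydrolysis is measured as reduced ADP production, detected by competitive TR-FRET in which signal falls with ADP. Final enzyme 25 nM and ATP 10 uM, reacted 30 min at 37°C.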
Nrf2 ARE act: Nrf2 pathway activation; AREc32 ARE-luciferase reporter (MCF7-derived line), luminescence, 24 h; Potency, µM (top dose mostly 46.1 µM), for the others: at the top dose activation, usual class: activators; AID 624171; actives 0.31% (n = 410,000); also: potency is read from the fitted curve at half-maximal effect; % of control where 0% means no effect; nearly all actives have a fitted effect of over 65% in size
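AREc32 cells carrying an ARE-driven firefly luciferase reporter were seeded at 1000 cells/well in OPTI-MEM with 5% FBS, then exposed to compound for 24 hr at 37 deg C. Luminescence was read with Steady-Glo after 30 min at RT.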
pAkt inh: blocks phosphorylation of Akt; activity change, % for hits at 50 µM; actives 0.32% (n = 360,000); Neuro2A IGF-stimulated pAkt S473 HTRF, 20 min; stronger effect = lower value; in the data active = activity change below about -80%; inconclusive = mostly about -51% to -80%; also: % is scaled to controls: 0 for no effect and ±100 for the full control effect
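Neuro2A cells in DMEM with 0.5% FBS, overnight at 37 deg C, given compound at single 50 µM final, then IGF (6 nM final) for 20 min at 37 deg C. Lysed; phospho-Akt Ser473 by HTRF after 24 h, 665/615 ratio.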
TGFb SMAD3 inh: inhibitors of TGF-b signaling | HepG2 CAGA-GFP TGF-b/SMAD3 reporter, GFP fluorescence, 18 h; TGF-beta stimulated, 500 pg/mL final | actives 1.2% (n = 410,000) | Potency, µM (highest dose often 46.1 µM), for the others: top-dose activity, negative = inhibition, usual class: inhibitors; also: potency is read from the fitted curve at half-maximal effect; % is scaled to controls: 0 for no effect and ±100 for the full control effect; nearly all actives have a fitted effect of over 65% in size
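HEPG2 CAGA-GFP cells (1000/well, DMEM with 1% FBS) were pre-incubated 2 h at 37 degrees C, given compound by pin tool, then stimulated with TGF-beta at 500 pg/mL final for 18 h before per-cell GFP fluorescence imaging.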
* marks the source's active call; other numbers are inactive results; & = joins results of further samples. Unless noted, calls follow the shape of the dose curve; as a rule, active = well fitted curve in the direction sought with a large enough effect; inconclusive = small, poorly fitted or top-dose-only effect, or another doubt; inactive = no such curve, though single readings can be large; an effect the other way counts as inactive or inconclusive.

For CCOc1cc(Br)c(CC(=O)O)cc1OCC the results were A549 tox 0%, Nrf2 block -13%, HepG2 viability 0%, CCT modulator -2.4, ATXN viability inactive, MmCpn inh 0%, Nrf2 ARE act -0.3%, pAkt inh inactive and TGFb SMAD3 inh 0%.
For CC(=O)N/N=C\c1ccccc1OC/C=C/c1ccccc1 the results were A549 tox 2%, Nrf2 block 7%, HepG2 viability -17%, CCT modulator 0.7, ATXN viability inactive, MmCpn inh 0%, Nrf2 ARE act 5.4%, pAkt inh inactive and TGFb SMAD3 inh -8%.
`COc1cc(C(=O)Nc2ccncc2)c([N+](=O)[O-])cc1OC` gave A549 tox -3%, Nrf2 block 0%, HepG2 viability -1%, CCT modulator -1.0, ATXN viability inactive, MmCpn inh 0%, Nrf2 ARE act -0.5%, pAkt inh inactive and TGFb SMAD3 inh 6%.
`N#C/C(=C\N1CCN(Cc2ccc3c(c2)OCO3)CC1)c1nc2ccccc2s1` gave A549 tox -20%, Nrf2 block inconclusive, HepG2 viability -31%, CCT modulator 0.8, ATXN viability inactive, MmCpn inh -4%, Nrf2 ARE act 5.1%, pAkt inh inactive and TGFb SMAD3 inh 7%.
Screening O=C1CCc2cc(NS(=O)(=O)c3ccc(F)cc3)cc3c2N1CCC3 returned A549 tox 1%, Nrf2 block inconclusive, HepG2 viability 4%, CCT modulator -2.2, ATXN viability inconclusive, MmCpn inh 0%, Nrf2 ARE act 4.9%, pAkt inh inactive and TGFb SMAD3 inh 9%.
`CCN1C(=O)[C@H]2[C@@H](c3ccc(-c4ccc(C(C)=O)cc4)cc3)N[C@@](Cc3ccccc3)(C(=O)OC)[C@H]2C1=O` gave A549 tox -12%, Nrf2 block inconclusive, HepG2 viability 6%, CCT modulator 0.3, ATXN viability inconclusive, MmCpn inh -9%, Nrf2 ARE act 1.1%, pAkt inh inactive and TGFb SMAD3 inh 18%.
For S=C(NCc1ccco1)Nc1cc(Cl)c(Cl)cc1Cl the results were A549 tox 13%, Nrf2 block -26%, HepG2 viability -37%, CCT modulator -1.9, ATXN viability inactive, MmCpn inh 1%, Nrf2 ARE act 17%, pAkt inh inactive and TGFb SMAD3 inh inconclusive.
Cc1cc2cc(CNC(=O)Cc3cccs3)ccc2n1C was read as A549 tox -7%, Nrf2 block -9%, HepG2 viability 0%, CCT modulator 0.8, ATXN viability inactive, MmCpn inh -7%, Nrf2 ARE act -1.2%, pAkt inh inactive and TGFb SMAD3 inh 4%.
`Cc1cccc(NC(=O)CSc2nc(=O)n(Cc3cccnc3)c3c2CCC3)c1` gave A549 tox 10%, HepG2 viability -33%, ATXN viability inactive, Nrf2 ARE act 5.2% and TGFb SMAD3 inh 18µM*.
For O=c1[nH]c2cc3c(cc2cc1CN(Cc1cccnc1)C(=S)NCc1ccco1)OCO3 the results were A549 tox -3%, Nrf2 block -12%, HepG2 viability 7%, CCT modulator -1.1, ATXN viability inactive, MmCpn inh 0%, Nrf2 ARE act 0.3%, pAkt inh inactive and TGFb SMAD3 inh -4%.
CC1CCCCC12NC(=O)N(CC(=O)NCCc1c[nH]c3ccccc13)C2=O (centres undefined) was read as A549 tox 14%, Nrf2 block inconclusive, HepG2 viability 4%, CCT modulator 1.5, ATXN viability inactive, MmCpn inh -2%, Nrf2 ARE act 0.4%, pAkt inh inactive and TGFb SMAD3 inh 17%.
For C/C(=N\NC(=O)c1cccc(Br)c1)c1cccnc1 the results were A549 tox 3%, Nrf2 block 9%, HepG2 viability -20%, CCT modulator -1.0, ATXN viability inactive, MmCpn inh -3%, Nrf2 ARE act 0.0%, pAkt inh inactive and TGFb SMAD3 inh 1%.
`Cc1ccc(NC(=O)C2CCN(S(=O)(=O)c3cccs3)CC2)cc1` gave A549 tox 0%&-9%, Nrf2 block inconclusive, HepG2 viability -9%&-33%, CCT modulator -8.4, ATXN viability inactive, MmCpn inh -1%, Nrf2 ARE act 1.0%&3.2%, pAkt inh inactive and TGFb SMAD3 inh 3%&-6%.
`CN(C(=O)COC(=O)c1ccc(Cl)c(S(=O)(=O)N2CCCCCC2)c1)C1CCS(=O)(=O)C1` (centres undefined) gave A549 tox -6%, Nrf2 block 9%, HepG2 viability -32%, CCT modulator -0.2, ATXN viability inactive, MmCpn inh 1%, Nrf2 ARE act -0.7%, pAkt inh inactive and TGFb SMAD3 inh inconclusive.
Screening O=C(C(Cl)c1ccccc1)N1CCOCC1 (centres undefined) returned A549 tox 1%, Nrf2 block -2%, HepG2 viability -6%, CCT modulator 1.0, ATXN viability inactive, MmCpn inh -2%, Nrf2 ARE act inconclusive, pAkt inh inactive and TGFb SMAD3 inh -13%.

The last two compounds of the section before come first, to join the parts.
`CN(C(=O)COC(=O)c1ccc(Cl)c(S(=O)(=O)N2CCCCCC2)c1)C1CCS(=O)(=O)C1` (centres undefined) gave A549 tox -6%, Nrf2 block 9%, HepG2 viability -32%, CCT modulator -0.2, ATXN viability inactive, MmCpn inh 1%, Nrf2 ARE act -0.7%, pAkt inh inactive and TGFb SMAD3 inh inconclusive.
Screening O=C(C(Cl)c1ccccc1)N1CCOCC1 (centres undefined) returned A549 tox 1%, Nrf2 block -2%, HepG2 viability -6%, CCT modulator 1.0, ATXN viability inactive, MmCpn inh -2%, Nrf2 ARE act inconclusive, pAkt inh inactive and TGFb SMAD3 inh -13%.
O=C(NCc1cccc(F)c1)c1ccc(CS(=O)c2ccccc2Cl)o1 (centres undefined) was read as A549 tox 17%, Nrf2 block -15%, HepG2 viability 5%, Nrf2 ARE act 5.0% and TGFb SMAD3 inh -10%.
`COc1cc(OC)c(NC(=O)c2c3c(nc4ccccc24)C(=O)N(C2CCCCC2)C3)cc1Cl` gave A549 tox -8%, Nrf2 block 13µM*, HepG2 viability -2%, Nrf2 ARE act -0.5% and TGFb SMAD3 inh 2%.
CCOC(=O)C1=C(C)NC2=C(C(=O)c3ccccc32)C1c1ccc([N+](=O)[O-])o1 (centres undefined) was read as A549 tox -15%, Nrf2 block 1%, HepG2 viability 0%, CCT modulator 2.4, ATXN viability inactive, MmCpn inh -1%, Nrf2 ARE act 14µM*, pAkt inh inactive and TGFb SMAD3 inh inconclusive.
For CC1(C)Cc2c(sc(NC(=O)COc3ccccc3)c2C#N)C(C)(C)N1 the results were A549 tox 1%, Nrf2 block 4%, HepG2 viability 6%, CCT modulator -0.5, ATXN viability inactive, MmCpn inh 0%, Nrf2 ARE act 0.2%, pAkt inh inactive and TGFb SMAD3 inh 0%.
For CCOC(=O)c1c(C)[nH]c(C)c1S(=O)(=O)N1CCCC(C(=O)Nc2cc(C)ccc2C)C1 (centres undefined) the results were A549 tox 8%, Nrf2 block inconclusive, HepG2 viability 7%, ATXN viability inactive, Nrf2 ARE act -0.5% and TGFb SMAD3 inh -7%.
`CCn1c(SCC(=O)c2ccccc2)nnc1-c1cccnc1` gave A549 tox 1%, Nrf2 block inconclusive, HepG2 viability -3%, CCT modulator -1.7, ATXN viability inactive, MmCpn inh 1%, Nrf2 ARE act 0.3%, pAkt inh inactive and TGFb SMAD3 inh 2%.
`Cc1ccc(Nc2sc(C(=O)c3ccccc3)c(N)c2C(=O)NC(C)C)cc1` gave A549 tox -8%, HepG2 viability -29%, ATXN viability inconclusive, Nrf2 ARE act 4.3% and TGFb SMAD3 inh inconclusive.
For CCOC(=O)/C=C/C(=O)Nc1ccc(S(=O)(=O)Nc2cc(C)on2)cc1 the results were A549 tox -3%, Nrf2 block 1%, HepG2 viability 19%, CCT modulator 0.0, ATXN viability inactive, MmCpn inh 1%, Nrf2 ARE act 5.4%, pAkt inh inactive and TGFb SMAD3 inh 11%.
For O=C(CCN1CCOCC1)c1ccc2c(c1)OCCO2 the results were A549 tox -2%, Nrf2 block -6%, HepG2 viability -99%, CCT modulator -5.2, ATXN viability inactive, MmCpn inh inconclusive, Nrf2 ARE act inconclusive and TGFb SMAD3 inh 10µM*.
Screening COCCCNC(=S)Nc1ccc2nc3n(c(=O)c2c1)CCCCC3 returned A549 tox 8%, Nrf2 block -18%, HepG2 viability 0%, CCT modulator -3.6, ATXN viability inactive, MmCpn inh 0%, Nrf2 ARE act -0.5%, pAkt inh inactive and TGFb SMAD3 inh 17%.
For O=C(NNC(=S)NCc1ccco1)c1ccccc1Br the results were A549 tox 0%, Nrf2 block -2%, HepG2 viability 25%, CCT modulator -0.2, ATXN viability inactive, MmCpn inh -7%, Nrf2 ARE act -0.2%, pAkt inh inactive and TGFb SMAD3 inh 5%.
Screening CC(=O)C1=C(O)C(=O)N(c2ccc(S(N)(=O)=O)cc2)C1c1ccc([N+](=O)[O-])cc1 (centres undefined) returned A549 tox -6%, Nrf2 block -8%, HepG2 viability 2%, CCT modulator 0.1, ATXN viability inactive, MmCpn inh 2%, Nrf2 ARE act -2.0%, pAkt inh inactive and TGFb SMAD3 inh 3%.
CCOC(=O)c1c(NC(C)=O)c2c3c(sc2n1Cc1ccc(Cl)cc1)CCCC3 was read as A549 tox -7%, Nrf2 block -14%, HepG2 viability -2% and Nrf2 ARE act 3.6%.
`O=C(NC1CCCC1)c1ccccc1-c1ccccc1` gave A549 tox -7%, Nrf2 block 0%, HepG2 viability 1%, CCT modulator -0.3, ATXN viability inconclusive, MmCpn inh 3%, Nrf2 ARE act -0.7%, pAkt inh inactive and TGFb SMAD3 inh -1%.
Cc1n[nH]c2ccc(Br)cc2c1=O was read as HepG2 viability -3%, CCT modulator 0.2, ATXN viability inactive, Nrf2 ARE act 0.4%, pAkt inh inactive and TGFb SMAD3 inh -22%.
For COc1ccc(CNC(=O)CN(c2ccccc2)S(=O)(=O)c2ccccc2[N+](=O)[O-])cc1 the results were A549 tox -4%, Nrf2 block -13%, HepG2 viability -7%, CCT modulator -1.9, ATXN viability inactive, MmCpn inh -1%, Nrf2 ARE act 9.8%, pAkt inh inactive and TGFb SMAD3 inh -10%.

Source: PubChem BioAssay
